Source: PubChem BioAssay
HEK293 tox: cytotoxic in the GLP-1 receptor inverse agonist counter-screen; HEK293 cAMP-luciferase reporter cells, luminescence, 24 h; Potency, µM (highest dose often 38.3 µM), inactives show at the top dose activity change, negative = inhibition, most hits filed as inhibitors; actives 0.13% (n = 410,000);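 also: loss of luciferase light is scored as toxicity; potency is read from the fitted curve at half-maximal effect; % is scaled to controls: 0 for no effect and ±100 for the full control effect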
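To flag toxic compounds, the library was rerun on cells for 24 hr at 37 deg C and 5% CO2. Viability-linked luminescence was captured 12 min after adding luciferase detection reagent.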
KB-V1 cytotox: kills drug-selected multidrug resistant KB-V1 cells. KB-V1 MDR cells viability, CellTiter-Glo, 72 h. Potency, µM (titrated, usually from 46.1 µM), for the others: at the highest dose activity change, negative = cytotoxicity, hits mostly cytotoxic. actives 3.4% (n = 400,000). AID 1347076; also: potency is read from the fitted curve at half-maximal effect; % is scaled to controls: 0 for no effect and ±100 for the full control effect; nearly all actives have a fitted effect of over 60% in size
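Cytotoxicity via CellTiter-Glo luminescence after 72 h compound exposure at 37 degrees C. Cells: drug-selected KB-V1 line, DMEM phenol-red free plus 10% FBS. Compounds tested at multiple concentrations; normalized data fitted to concentration-effect curves.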
IL-1B inflam inh: blocks inflammasome-driven IL-1 beta release; actives 4.7% (n = 360,000); THP-1 LPS/ATP IL-1B secretion, AlphaLISA, 16 h; stronger effect = lower value; activity change, % at 57.5 µM; in the data active = activity change below about -50%; inconclusive = mostly about -30% to -49%; also: % is scaled to controls: 0 for no effect and ±100 for the full control effect
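Secreted IL-1B measured by AlphaLISA bead assay after 16 h compound exposure of THP-1 cells; compounds (final up to 57.5 uM) added 1 h before LPS (250 ng/mL) and ATP (1.25 mM) stimulation; lower signal means less secretion.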
KB-3-1 cytotox: KB-3-1 parental cell cytotoxicity. KB-3-1 viability, CellTiter-Glo ATP luminescence, 72 h. Potency, µM (top dose mostly 46.1 µM), for the others: at the highest dose activity change, negative = cytotoxic, most hits filed as cytotoxic. actives 1.4% (n = 400,000). AID 1347075; also: potency is read from the fitted curve at half-maximal effect; % is scaled to controls: 0 for no effect and ±100 for the full control effect; nearly all actives have a fitted effect of over 60% in size
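Using CellTiter-Glo luminescence, growth of non-resistant KB-3-1 adenocarcinoma cells is assessed 72 h after pin-tool compound addition at 37 °C. Normalized responses across the concentration series yield fitted curves.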
DRD3 agonist: agonists of human D3 dopamine receptor. P35462. D3R DiscoveRx beta-arrestin cells, luminescence, 90 min. max activation, %. actives 0.58% (n = 410,000); in the data active = max activation above about 30%; also: 0% is about no effect; mostly tested at two doses, the higher about 12 µM
Target sequence (P35462 whole entry, looked up): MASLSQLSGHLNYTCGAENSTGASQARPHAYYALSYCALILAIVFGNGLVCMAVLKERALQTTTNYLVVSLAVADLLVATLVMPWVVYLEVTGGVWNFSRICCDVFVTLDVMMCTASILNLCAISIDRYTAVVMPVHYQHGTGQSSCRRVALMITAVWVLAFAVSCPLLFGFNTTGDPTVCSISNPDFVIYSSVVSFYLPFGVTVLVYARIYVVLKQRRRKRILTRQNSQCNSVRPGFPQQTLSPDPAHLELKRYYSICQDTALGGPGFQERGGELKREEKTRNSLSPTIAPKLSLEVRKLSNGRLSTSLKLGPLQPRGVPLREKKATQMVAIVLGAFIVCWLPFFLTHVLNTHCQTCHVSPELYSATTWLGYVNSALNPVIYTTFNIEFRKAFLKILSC
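Agonist mode: compounds and dopamine controls were applied to plated cells for 90 min at 37 degrees C after an overnight attachment at 1500 cells/well. Luminescent read-out followed 30 - 60 minutes at room temperature with DiscoveRx detection reagent.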
HT1080 IDH1KD tx: toxicity to HT-1080 IDH1 knockdown cells (counter line) | AID 686971 | Potency, µM (titrated, usually from 46.1 µM), inactives show top-dose activity, negative = toxicity, usual class: cytotoxic | actives 2% (n = 360,000) | HT-1080 IDH1 knockdown viability, ATP luminescence, 48 h;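 also: potency is read from the fitted curve at half-maximal effect; 0% = DMSO wells and -100% = cell-free medium wells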
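Using the IDH1-knockdown HT-1080 line run in the same batch and compound series as the NT line, viability after 48 h at 37 °C was determined by CellTiter-Glo luminescence and expressed as % activity.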
HT1080NT lethal: kills 2HG-producing HT-1080-NT fibrosarcoma cells; HT-1080-NT fibrosarcoma viability, CellTiter-Glo ATP luminescence, 48 h; Potency, µM (series often up to 46.1 µM), for the others: top-dose activity, negative = less viability, most hits filed as cytotoxic; actives 1.6% (n = 360,000); AID 686970;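 also: NT is the 2HG producing partner of a matched IDH1 knockdown line; potency is read from the fitted curve at half-maximal effect; 0% = DMSO-treated cells and -100% = media-only wells without cells; nearly all actives have a fitted effect of over 55% in size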
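Viability by CellTiter-Glo luminescence after 48 h compound exposure at 37C of HT-1080-NT cells (750/well, RPMI, 5% FBS). % activity scaled between DMSO wells and medium-only wells, then curve-fitted and categorized by curve class.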
MCF10A rereplic: induces DNA re-replication in MCF 10a normal breast cells. MCF 10A DNA re-replication, Hoechst nuclear intensity, 48 h. Potency, µM (series often up to 46.1 µM), without a hit: at the top dose activity, positive = re-replication, actives largely listed as activators. actives 2.9% (n = 350,000); also: potency is read from the fitted curve at half-maximal effect; % of control where 0% means no effect; nearly all actives have a fitted effect of over 50% in size
SW480 rerep: DNA re-replication induction in SW480 cells; SW480 DNA re-replication, Hoechst DNA content imaging, 48 h; Potency, µM (top dose mostly 46.1 µM), without a hit: at the top dose re-replication activation, hits mostly activators; actives 1.8% (n = 340,000); also: potency is read from the fitted curve at half-maximal effect; % of control where 0% means no effect; nearly all actives have a fitted effect of over 55% in size
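Image-based read-out: total Hoechst fluorescence of nuclei (405 nm excitation, 500-530 nm emission), with hits raising the fraction of high-intensity nuclei. SW480 colon cells incubated 48 hr with compounds at 37 C.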
* = called active by the depositor; u = inconclusive; x = not tested or not shown; & = joins results of further samples; [ ] = dose if it differs, or a comment. Unless noted, calls follow the shape of the dose curve; as a rule, active = well fitted curve in the direction sought with a large enough effect; inconclusive = small, poorly fitted or top-dose-only effect, or another doubt; inactive = no such curve, though single readings can be large; an effect the other way counts as inactive or inconclusive.

#1 COc1ccc(N(C(=O)c2ccco2)C(C(=O)NC2CCCC2)c2cccs2)c(OC)c1 (configuration not stated)
#2 Cc1nn(-c2ccc(Cl)cc2)c(Cl)c1/C=C(\C#N)C(N)=O
#3 Cc1ccc2[nH]c(=O)c3cc(C(=O)NCc4cccc(Cl)c4)sc3c2c1
#4 Cn1c(C(=O)NCc2ccc(Cl)cc2)cc2c(=O)n(C)c3ccccc3c21
#5 CCOC(=O)c1csc(NC(=O)C2=COCCO2)n1
#6 O=C(NCCOc1ccc(Cl)cc1)C1CCCCC1
#7 Oc1ccc(C[C@H]2CNC(=S)N2CC2CCCN2C[C@H](Cc2ccc(O)cc2)N2C[C@H](Cc3ccc(O)cc3)N(CC3CCCCCC3)C2=S)cc1 (some centres not stated)
#8 COc1ccc(S(=O)(=O)N2Cc3ccccc3CC2C(=O)Nc2nccs2)cc1OC (configuration not stated)
#9 COc1cccc(-c2ccc(C3=CC(=O)CC(C)(C)C3=O)cc2)c1OC
#10 O=C(NNC(=O)C1C2CCCCC21)c1coc(=O)c(Br)c1 (configuration not stated)

assay / entry	1	2	3	4	5	6	7	8	9	10
HEK293 tox	-12%	5%	4%	4%	-11%	-3%	u	0%	-12%	-11%
KB-V1 cytotox	-2%	1%	13%	11%	-5%	15%	u	u	0%	19%
IL-1B inflam inh	14	-6	x	x	0	-22	u	15	-4	10
KB-3-1 cytotox	1%	-4%	2%	6%	15%	2%	21µM*	10%	8%	8%
DRD3 agonist	-4	10	4	-8	12	-10	-35	5	5	-6
HT1080 IDH1KD tx	-9%	-16%	x	x	1%	-1%	u	6%[9.24 µM]	-1%	0%
HT1080NT lethal	4%	-15%	x	x	0%	-9%	u	-1%	2%	-1%
MCF10A rereplic	16%	u	x	x	-1%	1%	10µM*	13%	x	0%
SW480 rerep	-6%	11%	x	x	u	-26%	u	-1%	x	5%

#11 COC(=O)NC1(C(F)(F)F)C(=O)Nc2c1c(=O)n(C)c(=O)n2C (configuration not stated)
#12 CCO[C@@H]1OC(C(=O)NC2CC2)=C[C@H](c2ccccc2)[C@H]1CCCO
#13 CCc1ccc2c(COC(=O)C3CC(=O)N(CCc4ccccc4)C3)cc(=O)oc2c1 (configuration not stated)
#14 CCN(C(=O)CSc1nc2ccccc2n1Cc1ccc(C(=O)OC)cc1)c1ccccc1
#15 O=C(Nc1ccccc1Br)C1CCC(=O)N1Cc1ccccc1Cl (configuration not stated)
#16 COc1ccc(OC)c(CCNC(=O)c2cccc(NC3=NC4CS(=O)(=O)CC4S3)c2)c1 (configuration not stated)
#17 CCCSc1nc2c(cnn2-c2ccccc2)c(=O)n1N
#18 O=C(COC(=O)c1cc(Cl)ccc1Cl)Nc1ccc2[nH]c(=O)[nH]c2c1
#19 CC(=O)N1c2ccc(S(=O)(=O)N(C)CC(=O)NCc3ccc(C)cc3)cc2CC1C (configuration not stated)
#20 O=C(CSc1ncc2c(n1)-c1ccccc1N(Cc1ccc(F)cc1)S2(=O)=O)c1ccc(Br)cc1

assay / entry	11	12	13	14	15	16	17	18	19	20
HEK293 tox	13%	1%	11%	-15%	-6%	1%	16%	-10%	23%	0%
KB-V1 cytotox	4%	8%	0%	-2%	21µM*	1%	u	26%	-16%	4%
IL-1B inflam inh	-4	-13	17	x	15	-11	-63*	17	0	x
KB-3-1 cytotox	0%	10%	-2%	-9%	-6%	12%	0%	10%	u	8%
DRD3 agonist	3	-13	3	-18	-1	2	9	2	1	0
HT1080 IDH1KD tx	25%	-6%	0%	x	4%	11%	-10%	-6%	-1%	x
HT1080NT lethal	5%	-4%	-8%	x	2%	-1%	-1%	-1%	3%	x
MCF10A rereplic	-2%	-28%	0%	x	3%	-2%	u	5%	1%	x
SW480 rerep	-8%	-77%[inhibitor]	-10%	x	2%	0%	-10%	81%	u	x

#21 CC(Oc1ccccc1)C(=O)Nc1ccc(S(=O)(=O)N2CCN(C)CC2)cc1 (configuration not stated)
#22 N#Cc1ccc(C(=O)OCC(=O)N2CCN(C(=O)c3ccco3)CC2)cc1
#23 COc1cc(C(=O)NCc2ccc(S(N)(=O)=O)cc2)ccc1OCC(=O)N1CCOCC1
#24 CC1=C(/C=C/C(C)=C/C=C/C(C)=C/C(=O)O)C(C)(C)CCC1
#25 O=C(NCC1CCOCC1)c1ccc(OC2CCN(Cc3ccccn3)CC2)cc1
#26 O=C(O)c1ccc(-n2cccc2)cc1O
#27 Cc1ccccc1Nc1c(-c2c(F)cccc2Cl)nc2ccc(Br)cn12
#28 C/C(CC(=O)NCc1ccco1)=N\NC(=O)Cc1ccccc1
#29 S=C(c1ccccc1)N1CCCc2ccccc21
#30 O=C(N/N=C\c1cn(-c2ccccc2)nc1-c1ccccc1)c1ccc2c(c1)OCO2

assay / entry	21	22	23	24	25	26	27	28	29	30
HEK293 tox	13%	-4%	12%	4%	-21%	7%	3%	3%	78%[activator]	-6%
KB-V1 cytotox	-10%	19%	17%	-23%	14%	17%	11%	10%	u	-13%
IL-1B inflam inh	-26	16	17	51	1	20	x	2	0	-29
KB-3-1 cytotox	-5%	5%	3%	0%	5%	8%	8%	13%	-12%	-24%
DRD3 agonist	-25	4	0	4&6	2	5	0	5	-7	-10
HT1080 IDH1KD tx	1%	3%	21%	11%	1%	u	x	22%	-4%	-11%
HT1080NT lethal	0%	6%	10%	22%	-1%	-28%	x	20%	-8%	-3%
MCF10A rereplic	4%	-2%	-8%	23%	2%	430%[0.0737 µM]	x	0%	10%	12%
SW480 rerep	-2%	-4%	-11%	-1%	-3%	0%	x	-1%	-31%[inhibitor]	0%

One compound at a time, from the list above. Values in the order: HEK293 tox	KB-V1 cytotox	IL-1B inflam inh	KB-3-1 cytotox	DRD3 agonist	HT1080 IDH1KD tx	HT1080NT lethal	MCF10A rereplic	SW480 rerep
Profile of S=C(c1ccccc1)N1CCCc2ccccc21 : 78%[activator]	u	0	-12%	-7	-4%	-8%	10%	-31%[inhibitor]
Profile of N#Cc1ccc(C(=O)OCC(=O)N2CCN(C(=O)c3ccco3)CC2)cc1 : -4%	19%	16	5%	4	3%	6%	-2%	-4%
Profile of O=C(N/N=C\c1cn(-c2ccccc2)nc1-c1ccccc1)c1ccc2c(c1)OCO2 : -6%	-13%	-29	-24%	-10	-11%	-3%	12%	0%

Further compounds:
#31 Oc1ccccc1C=NCCCCCCN=Cc1ccccc1O
#32 CC(=O)N1CCN(CC(=O)Nc2c(Cl)cc(Cl)cc2Cl)CC1
#33 CCOC(=O)c1[nH]c(C)c(C(=O)OCC(=O)N(Cc2ccccc2)C(C)C)c1C
#34 NS(=O)(=O)c1ccc(CNC(=O)c2ccncc2)cc1
#35 Cc1ccc(S(=O)(=O)c2cn(C)c3cc(N4CCOCC4)c(F)cc3c2=O)cc1
#36 Cc1ncc(CO)c2cc(S(=O)(=O)c3ccc(F)cc3)c(=O)oc12
#37 CN1C(=O)NC(c2cccc([N+](=O)[O-])c2)C2=C1CCCC2=O (configuration not stated)
#38 N#Cc1ccc(CN2CCN(C(=O)C3CC(=O)N(c4ccccc4F)C3)CC2)cc1 (configuration not stated)
#39 Cc1ccc(NC(=O)Cc2cccs2)cc1Cl
#40 CC1(C)CNC(=O)c2sc(N3CCCCC3)nc2C1

assay / entry	31	32	33	34	35	36	37	38	39	40
HEK293 tox	19%	3%	-9%	8%	-13%	-5%	4%	-3%	-2%	-1%
KB-V1 cytotox	-12%	-6%	9%	u	-11%	24%	0%	-15%	-19%	0%
IL-1B inflam inh	34	6	u	13	16	7	18	9	-15	5
KB-3-1 cytotox	8%	5%	-6%	-1%	-3%	-3%	0%	0%	-2%	4%
DRD3 agonist	15	-5	7	-4	3	2	1	-4	3	-6
HT1080 IDH1KD tx	0%	4%	-16%	2%	-3%	-4%	0%	-2%	-4%	-8%
HT1080NT lethal	12%	11%	-14%	16%	-14%	-7%	2%	3%	-25%	-6%
MCF10A rereplic	-4%	-1%	-1%	-2%	0%	2%	-6%	4%	2%	15%
SW480 rerep	-6%	2%	-3%	-15%	8%	-7%	-5%	-16%	-4%	-13%

#41 COCCCn1c(C)nnc1SCC(=O)Nc1ccc(C(C)=O)cc1
#42 CCOC(=O)c1c(C)[nH]c(NC(=O)N2CCOCC2)c1C
#43 Cc1ccnc(NC(=O)c2ccc3c(c2)C(=O)N(CC(C)C)C3=O)c1
#44 COc1cccc(/C=C2\Oc3cc(OC(=O)N4CCOCC4)ccc3C2=O)c1
#45 COc1ccc(NC(C)=O)cc1S(=O)(=O)Nc1ccc(C(=O)N2CCCC2)cc1
#46 COc1ccc(C(=O)Nc2ccc(Cl)cn2)cc1S(=O)(=O)N1CCCC1

assay / entry	41	42	43	44	45	46
HEK293 tox	4%	-5%	-15%	-3%	5%	1%
KB-V1 cytotox	-3%	5%	5%	0%	-2%	10%
IL-1B inflam inh	10	-7	-21	-3	0	-3
KB-3-1 cytotox	1%	-5%	2%	-3%	-3%	0%
DRD3 agonist	-7	-12	-2	5	-4	-3
HT1080 IDH1KD tx	3%	-14%	5%	3%	20%	0%
HT1080NT lethal	3%	8%	0%	29%	13%	0%
MCF10A rereplic	0%	-3%	0%	2%	1%	3%
SW480 rerep	-7%	-8%	0%	-2%	-5%	0%
